# POLH inh = blocks human DNA polymerase eta activity; Potency, µM (series often up to 114 µM), without a hit: at the top dose activity change, negative = inhibition, most hits filed as inhibitors; Q9Y253; 390,000 tested, 1.2% active; recombinant Pol eta, fluorescent DNA replication assay; AID 588591; also: % is scaled to controls: 0 for no effect and ±100 for the full control effect
#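 Pol eta (10 nM) was preincubated with compounds for 15 min at room temperature, after which fluorescent replication substrate (50 nM final) was added to start the reaction. Fluorescence was read kinetically at 0 and 10 min.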
# Anesthetic bind = candidate novel general anesthetic via apoferritin binding; P02791; Potency, µM (top dose mostly 77.5 µM), without a hit: at the top dose activity change, negative = displacement, hits mostly inhibitors; apoferritin/1-aminoanthracene competitive binding, fluorescence; 350,000 tested, 0.074% active; AID 485281; also: % is scaled to controls: 0 for no effect and ±100 for the full control effect; nearly all actives have a fitted effect of over 20% in size
#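 Steps: apoferritin (10 uM) was premixed with half-saturated 1-AMA in PBS, compounds were pin-transferred, plates stood 10 min at room temperature, fluorescence was read at 380/535 nm, and curves were fitted with a Hill equation.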
# POLB inh = inhibitors of human DNA polymerase beta; Pol beta primer extension/strand displacement, fluorescence kinetic; Potency, µM (top dose mostly 114 µM), without a hit: top-dose activity change, negative = inhibition, actives largely listed as inhibitors; 340,000 tested, 1.3% active; also: % is scaled to controls: 0 for no effect and ±100 for the full control effect
#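 Pol beta (10 nM) was preincubated with compound for 15 min at room temperature. The reaction was then started with 50 nM substrate and read immediately and after a further 10 min at room temperature.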
# Pol iota inh = inhibitors of human DNA polymerase iota. Pol iota fluorescent replication assay, 10 min. Potency, µM (highest dose often 115 µM), inactives show top-dose activity, negative = inhibition, most hits filed as inhibitors. 390,000 tested, 1% active. AID 588590
# Target sequence (Q9UNA4 whole entry, looked up): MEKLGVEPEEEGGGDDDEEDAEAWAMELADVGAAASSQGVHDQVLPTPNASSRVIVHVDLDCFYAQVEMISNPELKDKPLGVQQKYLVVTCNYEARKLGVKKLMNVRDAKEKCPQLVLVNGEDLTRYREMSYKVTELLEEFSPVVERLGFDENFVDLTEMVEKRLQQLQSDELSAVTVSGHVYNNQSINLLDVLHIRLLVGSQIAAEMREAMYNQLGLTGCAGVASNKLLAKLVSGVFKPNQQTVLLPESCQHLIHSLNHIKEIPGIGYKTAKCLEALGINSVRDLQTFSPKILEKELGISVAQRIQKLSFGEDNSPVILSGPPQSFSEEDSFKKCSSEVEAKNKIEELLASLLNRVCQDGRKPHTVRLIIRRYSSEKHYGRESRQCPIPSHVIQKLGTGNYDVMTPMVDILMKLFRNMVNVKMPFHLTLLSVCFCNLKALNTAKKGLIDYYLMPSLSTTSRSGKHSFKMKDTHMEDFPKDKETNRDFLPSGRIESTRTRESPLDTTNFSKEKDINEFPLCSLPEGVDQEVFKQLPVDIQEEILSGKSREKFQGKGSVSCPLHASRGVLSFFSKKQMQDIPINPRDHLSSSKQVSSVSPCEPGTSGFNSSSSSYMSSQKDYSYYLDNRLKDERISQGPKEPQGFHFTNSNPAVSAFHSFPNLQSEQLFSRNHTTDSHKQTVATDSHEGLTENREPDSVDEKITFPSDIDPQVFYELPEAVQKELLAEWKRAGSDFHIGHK
#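 Fluorescent replication assay read twice, at 0 min and 10 min after adding 50 nM (final) substrate. Enzyme (10 nM) and compounds were first incubated 15 min at room temperature; enzyme-free buffer wells were negative controls.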
# APEX1 inh = APE1 (human) endonuclease inhibition | 350,000 tested, 0.35% active | recombinant APE1, TAMRA/BHQ-2 abasic DNA cleavage fluorescence | P27695 | AID 2517 | Potency, µM (top dose mostly 65.8 µM), for inactives: at the top dose activity change, negative = inhibition, most hits filed as inhibitors;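 also: plate controls were vehicle for no effect and reference inhibitor for full effect; nearly all actives have a fitted effect of over 55% in size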
#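 0.75 nM APE1 + cpd, 15 min RT; start w/ 50 nM TAMRA/BHQ-2 THF-abasic dsDNA; kinetic fluor 525/598 nm ×3 reads @60 s; Δ(read3−read1); normalized to DMSO and NSC13755 control wells.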
# BAZ2B inh = blocks human BAZ2B | Q9UIF8 | AlphaScreen BAZ2B-H3K14Ac peptide displacement | Potency, µM (titrated, usually from 114 µM), inactives show at the highest dose activity change, negative = inhibition, usual class: inhibitors | 360,000 tested, 4.4% active; also: % is scaled to controls: 0 for no effect and ±100 for the full control effect; nearly all actives have a fitted effect of over 60% in size
#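 Complex of BAZ2B and biotin-H3K14Ac (50 nM apiece) forms over 30 min at RT, then faces library compounds up to 110 uM for another 30 min; AlphaScreen beads added, 20 min dark incubation, luminescence read.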
# G9a block = blocks human histone lysine methyltransferase G9a. Potency, µM (titrated, usually from 102 µM), without a hit: at the top dose activity, negative = inhibition, usual class: inhibitors. G9a H3K9 monomethylation, AlphaScreen, 2 h. 350,000 tested, 8.8% active. Q96KQ7. AID 504332; also: % is scaled to controls: 0 for no effect and ±100 for the full control effect; nearly all actives have a fitted effect of over 75% in size
# Target sequence (Q96KQ7 913-1193 limits assumed): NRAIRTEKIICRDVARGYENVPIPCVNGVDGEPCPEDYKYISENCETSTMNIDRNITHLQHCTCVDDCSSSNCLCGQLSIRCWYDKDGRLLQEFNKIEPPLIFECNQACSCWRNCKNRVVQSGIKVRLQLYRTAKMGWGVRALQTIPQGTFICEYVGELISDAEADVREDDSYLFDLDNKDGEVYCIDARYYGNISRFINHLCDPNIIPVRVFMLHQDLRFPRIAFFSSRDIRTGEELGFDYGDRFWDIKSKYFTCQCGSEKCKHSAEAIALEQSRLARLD
#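 Compounds were preincubated with 20 nM G9a for 15 min, after which biotinylated H3K9 peptide (500 nM) and SAM (20 uM) started a 2 h room-temperature reaction. Monomethylated product was quantified by antibody-based AlphaScreen chemiluminescence.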
# Pol kappa inh = DNA polymerase kappa (human) inhibition | purified Pol kappa, fluorescent DNA synthesis assay, 10 min | Q9UBT6 | Potency, µM (highest dose often 107 µM), for inactives: at the top dose activity, negative = inhibition, actives largely listed as inhibitors | 400,000 tested, 0.53% active; also: % is scaled to controls: 0 for no effect and ±100 for the full control effect
#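 Kinetic fluorescence screen: compound preincubated 15 min RT with 10 nM enzyme; 50 nM substrate (final) initiates; reads at 0/10 min.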
# BLM helicase inh = inhibitors of human Bloom syndrome helicase BLM. 350,000 tested, 0.2% active. P54132. recombinant BLM DNA unwinding, fluorescence dequenching. AID 2528. Potency, µM (series often up to 56.1 µM), for inactives: top-dose activity change, negative = inhibition, actives largely listed as inhibitors;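 also: plate controls were vehicle for no effect and no enzyme for full effect; nearly all actives have a fitted effect of over 35% in size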
# An asterisk follows results filed as active; ? = inconclusive; / = not tested or not shown; & = joins results of further samples; [ ] = dose if it differs, or a comment. Calls follow the shape of the dose curve; as a rule, active = well fitted curve in the direction sought with a large enough effect; inconclusive = small, poorly fitted or top-dose-only effect, or another doubt; inactive = no such curve, though single readings can be large; an effect the other way counts as inactive or inconclusive. Potency is read from the fitted curve at half-maximal effect. Only part of the results is shown; count on the stated rates, not on these rows.
SMILES,POLH inh,Anesthetic bind,POLB inh,Pol iota inh,APEX1 inh,BAZ2B inh,G9a block,Pol kappa inh,BLM helicase inh
Cc1ccc(OCc2nc(C#N)c(NCCCn3ccnc3)o2)cc1,-3.7%,?,5.6%,1.2%,13.3%,50.1µM*,?,-8.2%,2.0%
Cc1ccc(-n2ncc(C(=O)NCCN3CCOCC3)c2C2CCN(C(=O)OC(C)(C)C)CC2)c(C)c1,-9.1%,-13.8%,44.9%,20.6%,/,5.0%[57.1 µM],-3.2%[59 µM],4.3%,1.7%
COc1ccc(CNC(=O)CN(c2ccc(OC)cc2)S(=O)(=O)c2c(C)nn(C)c2C)cc1,-16.0%,-7.7%,8.0%,-1.3%,9.0%,-8.7%,-7.0%,-12.9%,3.1%
c1ccc2c(c1)NC1(CCCC1)n1c-2nc2ccccc21,7.2%,-6.3%,14.5%,-6.8%,10.6%,6.2%,-1.0%[2.33 µM],-6.8%,2.1%
Cc1nc(NC2=NCN(CCCN3CCOCC3)CN2)nc2c(C)cccc12,-2.3%,-9.4%,-27.2%,?,6.3%,12.4%,23.9%[12.7 µM],-11.6%,134.0%[activator]
CCCc1nc2c(c(=O)c3ccccc3n2C)c(=O)n1C1CCCCCC1,?,5.5%,0.3%,18.9%,-4.1%,?,-7.2%[59 µM],0.4%,-2.8%
CCN(CC)S(=O)(=O)c1cccc(NC(=O)COC(=O)c2cccs2)c1,-21.6%,?,13.6%,16.3%,14.9%,/,-1.8%,-17.7%,-0.6%
O=C(c1ccccc1)N1c2nc(-c3ccco3)nn2C2(CCCCC2)[C@@H]2CCCC[C@@H]21,0.6%,-0.2%,17.9%,6.8%,/,-29.8%,-15.3%[59 µM],-3.6%,-5.4%
Cc1cn2c(=O)c(S(=O)(=O)N3CCN(c4cc(Cl)ccc4C)CC3)c(C)nc2s1,-15.0%,2.1%,28.5%,7.6%,/,-16.3%,-3.8%[59 µM],1.5%,-0.8%
O=C(Nc1cccc2[nH]ncc12)NS(=O)(=O)c1ccccc1,-6.2%,173.2%[activator],49.0%,?,-3.0%,?,39.8µM*,12.6%,-6.8%
CC(C)N(CCO)Cc1nc(C(c2ccccc2)c2ccccc2)no1,-10.4%,-15.8%,-1.6%,-0.4%,9.9%,-18.8%,?,-13.1%,-1.6%
CCOC(=O)c1nc(C)sc1-c1ccnn1S(=O)(=O)c1ccc(Cl)cc1Cl,-23.0%,-8.3%,-0.6%,-22.0%[58.9 µM],-4.4%,-12.7%,/,-8.0%,4.1%
Cc1ccc(CNC(=O)CCC(=O)c2cccs2)cc1,3.8%,?,32.2%,18.0%,-3.5%,11.4%,3.2%[59 µM],-9.7%,-3.4%
Cc1noc(C)c1C(=O)OCC(=O)NC(c1ccccc1)c1ccccc1,-14.4%,-8.9%,24.9%,-6.4%,-1.7%,0.0%[57.1 µM],22.0%,-2.4%,-3.3%
CCc1ccc(S(=O)(=O)Nc2ccc(O)c3ccccc23)cc1,2.3%,1.7%,10.8%,?,19.1%,?,14.7%[2.33 µM],-13.4%,-6.4%
O=C(/C=C/c1ccccc1)NC(=S)NNC(=O)Cc1cccs1,-9.5%,-2.1%,0.1%,?,-1.6%,10.8%,?,-8.4%,-1.5%
Cn1c(=O)cc(SCC(=O)Nc2cccc(C#N)c2)c2ccc(Cl)cc21,4.6%,-1.0%,18.9%,-7.6%,/,/,?,-4.1%,-7.0%
Nc1nc(-c2ccc3c(c2)CCC(=O)N3)cs1,-17.8%,-15.4%,35.6%[activator],53.5%[activator],?,-18.3%,44.7µM*,-14.1%,6.3%
CCc1c(C)nc(N)n2c(SCC(=O)NC3CCCCC3)nnc12,-20.9%,-4.3%,1.6%,?,43.2%[activator],17.9%,-19.6%,-14.4%,-2.7%
CCS(=O)(=O)N1Cc2ccccc2CC1C(=O)Nc1nnc(C2CC2)s1 (stereo not drawn),-5.1%,-9.0%,16.7%,174.6%[activator],-1.7%,-12.7%,-6.6%,-6.1%,-3.5%
CCOC(=O)C(=NCCCN(C)C)NNc1cc(C(F)(F)F)ccc1Cl,-12.0%,-11.2%,-9.9%,2.9%,-6.1%,-34.3%,39.8µM*,-3.7%,-5.1%
COc1ccc(NC(=O)c2c(C)nn(Cc3ccccc3)c2C)cc1S(=O)(=O)N(C)C,-2.9%,2.2%,57.2%,39.7%[activator],-8.8%,-0.8%,5.9%,-0.6%,2.9%
CCCc1ccc(C(=O)N2CCN(c3ccccc3OCC)CC2)cc1,-2.3%,?,0.7%,18.5%,-2.4%,7.9%,?,-9.6%,-5.5%
Cc1cc(C)c(NS(=O)(=O)c2ccc3c(c2)CC(C)N3C(=O)C2CCC2)c(C)c1 (stereo not drawn),-12.6%,-5.3%,10.2%,-5.4%,/,-4.4%,-7.9%[59 µM],-7.7%,-9.7%
Cc1ccc(C)c(Nc2nnc(-c3ccc(C)c(S(=O)(=O)N4CCN(C)CC4)c3)c3ccccc23)c1,-20.3%,0.8%,-0.6%,-11.0%,/,?,12.6µM*,-19.5%,-9.3%
COc1cccc(C2C(C(C)=O)=C(C)Nc3ncnn32)c1 (stereo not drawn),-7.9%,0.2%,0.0%,170.2%[activator],6.6%,4.1%,21.7%,4.0%,3.7%
CC1CN(C(=O)Nc2ccc(C(=O)NCCc3ccccc3Cl)cc2)c2ccccc2S1 (stereo not drawn),-13.3%,?,20.3%,7.0%,/,-3.8%,5.5%[59 µM],-3.7%,-2.6%
N#CC1=C(N)Oc2cc(N)ccc2C1c1cccc(Br)c1 (stereo not drawn),-13.1%,-11.9%,-9.3%,-11.6%,47.3%[activator],?,4.5%,9.0%,-8.2%
Cc1cc(C(=O)N2CCN(C/C=C/c3ccccc3)CC2)cs1,-17.2%,-6.5%,0.1%,2.6%,3.8%,3.6%,6.0%[12.7 µM],-1.5%,-0.7%
Cc1ccc(-c2nn3c(C)nnc3s2)cc1NC(=O)c1ccc(-c2cccc(Cl)c2)o1,?,-19.4%,7.08µM*,31.6µM*,9.4%,-7.9%,?,-24.5%&0.0%,-13.9%
CCn1cc2nc(SCc3cccc(F)c3)n(CCc3ccccc3)c(=O)c2n1,-10.0%,72.3%[activator],2.2%,-8.6%,/,2.7%,2.6%[59 µM],18.4%,-8.1%
O=C(NCCc1ccccc1)c1cc(S(=O)(=O)N2CCCCC2)c[nH]1,-14.7%,-9.4%,24.3%,12.6%,/,?,-10.2%[59 µM],-8.1%,-6.0%
CN(NS(=O)(=O)c1ccc(Cl)cc1)c1ncc(C(F)(F)F)cc1Cl,-17.1%,?,-17.7%,9.7%,-1.2%,0.5%,103.8%[activator],-15.5%,-14.7%
Cc1ccc(NC(=O)Cn2sc3nc(C)cc(C)c3c2=O)c(Cl)c1,15.0%,-6.5%,0.5%,-15.1%,1.1%,44.7µM*,0.355µM*,-8.3%,2.0%
CCOc1cccc(CN(CC)CC2CCCN(CCc3cccc(OC)c3)C2)c1O (stereo not drawn),-6.0%,-14.8%,2.3%,117.8%[activator],10.2%,-35.2%,/,2.6%,-5.9%
CCc1ccc2[nH]c3nc(SCc4nnc(-c5ccc(C)cc5)o4)nnc3c2c1,-9.1%,5.2%,2.8%,23.4%,-0.1%,-3.6%,-15.1%[59 µM],6.9%,-0.8%

# In the list so far, these have a furan ring, fused or not:
SMILES,POLH inh,Anesthetic bind,POLB inh,Pol iota inh,APEX1 inh,BAZ2B inh,G9a block,Pol kappa inh,BLM helicase inh
O=C(c1ccccc1)N1c2nc(-c3ccco3)nn2C2(CCCCC2)[C@@H]2CCCC[C@@H]21,0.6%,-0.2%,17.9%,6.8%,/,-29.8%,-15.3%[59 µM],-3.6%,-5.4%
Cc1ccc(-c2nn3c(C)nnc3s2)cc1NC(=O)c1ccc(-c2cccc(Cl)c2)o1,?,-19.4%,7.08µM*,31.6µM*,9.4%,-7.9%,?,-24.5%&0.0%,-13.9%

# Continuation:
SMILES,POLH inh,Anesthetic bind,POLB inh,Pol iota inh,APEX1 inh,BAZ2B inh,G9a block,Pol kappa inh,BLM helicase inh
O=C(NCCc1ccc(Cl)cc1)C1CCC(CNc2c(N3CCCCC3)c(=O)c2=O)CC1 (stereo not drawn),-16.8%,-18.4%,-13.0%,15.1%,4.6%,-17.1%,3.7%,-8.9%,-6.8%
CCOC(=O)c1ccc(S(=O)(=O)Nc2nc3cc(S(=O)(=O)NC4=NCCCCC4)ccc3s2)cc1,-5.2%,?,1.5%,14.1µM*,-1.1%,/,3.55µM*,-2.7%,-9.5%
CC[C@H](C)[C@H](NC(=O)c1ccc(Cl)cc1)C(=O)OCC(=O)c1ccc2c(c1)NC(=O)CO2,-10.4%,?,9.9%,9.3%,-8.4%,8.2%,?,-17.9%,-7.3%
Cc1ccc(N(CC(=O)NC2CC3CCC2C3)S(C)(=O)=O)cc1C (stereo not drawn),7.4%,-18.8%,22.4%,12.7%,-2.1%,4.9%,-49.9%,-14.3%,0.2%
CCOC(=O)c1ccc(NC(=O)c2sc3nc4n(c(=O)c3c2C)CCC4)cc1,-4.2%&-9.6%,?,27.1%&5.0%,24.0%&20.6%,-6.0%,-2.9%&-18.0%,14.7%&-32.8%[59 µM],-5.6%&1.9%,-9.2%&-1.6%
COc1ccc(S(=O)(=O)Nc2ccc(F)cc2)c(C)c1C,2.6%,?,32.8%,9.6%,8.9%,5.9%,5.1%,-14.6%,-6.4%
CCOC(=O)Cn1c(=O)n(C2CCCCC2)c2nc(-c3cccc(F)c3)nc(C(N)=O)c21,0.8%,-9.6%,1.3%,7.0%,/,4.3%,-2.9%[59 µM],-9.0%[60.1 µM],2.0%
CCOC(=O)c1cc(NC(=O)SCC(=O)O)c(C)nc1C,-13.7%,-6.4%,2.6%,5.4%,2.0%,1.7%,?,-9.8%,2.5%
CN(C(=O)COc1ccccc1)c1nnc(-c2cccnc2)s1,1.2%,-21.5%,-2.1%,-1.9%,0.6%,-15.5%,-24.9%[12.7 µM],3.3%,-2.0%
C[C@@H](C(=O)N1CCN(Cc2ccc3c(c2)OCO3)CC1)n1nnc2ccccc2c1=O,-3.4%,-10.4%,?,19.8%,-10.5%,-12.1%,-3.4%,1.7%,-1.7%

# Screens deposited in PubChem BioAssay by National Center for Advancing Translational Sciences (NCATS).
